SUMO Mot1 rescue = blocks SUMOylation pathway, rescuing yeast Mot1-301 growth; S. cerevisiae Mot1-301 growth rescue, ATP luminescence, 38.5C; percent above DMSO median, 100 means doubled; growth rescue, % at 18.8 µM; 320,000 compounds, 1% hits; AID 2716;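 active means every valid replicate shows activation above 250% relative to neutral control wells; inactive means the rest, any valid replicate at or below 250%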;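 further: OY570 slx delta 5 strain wells were the positive control but not used for scaling; some compounds called inactive have numbers as strong as hits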
cardiac RTF act = increases calcium sensitivity of human cardiac regulated thin filaments; IANBD-labeled TnC RTF fluorescence at EC20 calcium; 0% EC20 calcium, 100% full calcium; 340,000 compounds, 0.24% hits; activation, % at 7.2 µM; AID 493008;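 active means activation above the mean over all tested compounds plus 3 SD, cut at about 30% in these data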;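 further: rise in fluorescence read as greater calcium sensitivity of cardiac thin filaments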
CDK5 p35 inh = inhibitors of human CDK5/p35 kinase; 330,000 compounds, 0.01% hits; Recombinant CDK5/p35, ADP-Glo luminescence, 60 min; inhibition, % at 10 µM; AID 488839; Q00535+Q15078;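 active means highest replicate inhibition of at least 50% and at least 75% of replicates reaching 50%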;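 further: plate controls were DMSO neutral control for no effect and GW8510 at 10 µM for full effect; many of its hits are not listed in these tables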
Target sequence (Q00535 whole entry, looked up): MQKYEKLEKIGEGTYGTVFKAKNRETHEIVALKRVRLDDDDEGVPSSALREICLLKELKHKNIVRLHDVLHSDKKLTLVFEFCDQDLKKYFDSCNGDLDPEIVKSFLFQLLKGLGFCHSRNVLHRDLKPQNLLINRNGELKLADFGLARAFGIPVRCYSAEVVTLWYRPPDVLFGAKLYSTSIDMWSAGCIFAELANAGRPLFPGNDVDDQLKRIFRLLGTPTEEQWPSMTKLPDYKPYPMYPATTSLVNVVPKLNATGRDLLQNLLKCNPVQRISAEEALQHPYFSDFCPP
Target sequence (Q15078 whole entry, looked up): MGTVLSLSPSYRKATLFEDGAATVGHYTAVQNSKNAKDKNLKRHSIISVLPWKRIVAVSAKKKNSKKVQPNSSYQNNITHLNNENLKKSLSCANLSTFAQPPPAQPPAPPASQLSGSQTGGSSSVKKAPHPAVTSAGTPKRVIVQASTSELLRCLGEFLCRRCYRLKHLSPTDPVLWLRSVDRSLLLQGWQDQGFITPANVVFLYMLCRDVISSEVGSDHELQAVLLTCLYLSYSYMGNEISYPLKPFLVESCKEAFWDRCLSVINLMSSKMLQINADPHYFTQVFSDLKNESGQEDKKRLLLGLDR
PvdQ inh = blocks Pseudomonas aeruginosa PvdQ acylase activity; inhibition, % at 10 µM; AID 488965; 340,000 compounds, 0.063% hits; purified PvdQ acylase, fluorescence plate reader; in the data active means inhibition above about 30%, passing the limit was not always enough;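 further: 0% = vehicle neutral wells and 100% = reference inhibitor wells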
RTF Ca sens inh = cardiac RTF calcium desensitization; P19429+P45379; IANBD-labeled cardiac RTF, Ca2+ fluorescence; inhibition, % at 7.15 µM; 340,000 compounds, 0.12% hits; AID 493244;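 active means inhibition above the mean inhibition of all tested compounds plus 3 SD, cut at about 17% in these data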;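 further: assay run at fixed EC70 calcium of 1.6 mM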
NSD2 HMT inh = NSD2 (human) methyltransferase inhibition. 310,000 compounds, 0.54% hits. AID 743445. inhibition, % at 12.5 µM. NSD2 peptide methylation, AlphaScreen, 120 min; in the data active means inhibition above about 50%
Rtt109 Vps75 = C. albicans Rtt109 histone acetyltransferase inhibition. Q5AAJ8. purified Rtt109/Vps75, ThioGlo CoA-SH fluorescence, 4 h. inhibition, % at 34.9 µM. 330,000 compounds, 0.16% hits. AID 540336;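 active means inhibition of at least 50% in every replicate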
C-LANA FP = inhibitors of KSHV LANA C-terminal domain DNA binding | MBP-C-LANA/FAM-LBS DNA binding, fluorescence polarization | inhibition, % at 9 µM | 340,000 compounds, 0.078% hits | AID 504423;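 active means highest replicate inhibition at or above 60% at 9 µM, even if other replicates fall short; inactive means all replicates below 60% inhibition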;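 further: 0% = neutral control wells and 100% = 4 µM acridine orange control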
dFosB act = activators of mouse delta FosB homodimer; 340,000 compounds, 0.99% hits; purified delta FosB, TAMRA-CDK5 oligo fluorescence polarization; percent of positive-control signal above neutral wells; AID 493131; activation, % at 25 µM;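 active means mean activation above about 17%, with every replicate also reaching it, limit read from the data, passing the limit was not always enough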;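 further: fluorescence polarization rise as delta FosB binds a TAMRA Cdk5 AP-1 oligo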
Target sequence (P13346 whole entry, looked up): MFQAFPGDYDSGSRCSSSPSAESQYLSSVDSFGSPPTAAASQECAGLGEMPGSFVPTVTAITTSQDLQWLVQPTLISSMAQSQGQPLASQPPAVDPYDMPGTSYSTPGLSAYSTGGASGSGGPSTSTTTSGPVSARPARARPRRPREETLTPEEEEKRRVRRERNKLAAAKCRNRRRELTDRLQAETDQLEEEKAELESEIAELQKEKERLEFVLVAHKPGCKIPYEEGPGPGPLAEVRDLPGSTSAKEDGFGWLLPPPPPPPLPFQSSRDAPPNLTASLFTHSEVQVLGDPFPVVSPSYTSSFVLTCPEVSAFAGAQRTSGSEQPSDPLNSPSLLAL
PfHsp90 set2 = growth inhibition of yeast expressing Plasmodium Hsp90. S. cerevisiae expressing PfHsp90, BacTiter-Glo ATP, 48 h; yeast lacking PDR1 and PDR3 efflux regulators. 310,000 compounds, 0.32% hits. AID 504621. inhibition, % at 9.4 µM;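 active means every replicate shows inhibition above about 80%, whatever the replicate mean, limit read from the data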;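 further: 0% = DMSO neutral controls and 100% = 20 µM radicicol positive controls; yeast relying on Plasmodium falciparum Hsp90 in place of its own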
Keap1 Nrf2 FP = inhibitors of human Keap1-Nrf2 protein-protein interaction; AID 504523; 340,000 compounds, 0.15% hits; Keap1 Kelch-Nrf2 peptide fluorescence polarization, 1536-well; Q14145; inhibition, % at 9.4 µM; in the data active means inhibition above about 12%;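 further: human Keap1 Kelch domain with fluorescein labeled Nrf2 9mer peptide probe; 0% = neutral control wells and 100% = peptide positive control; higher means more block of Keap1 binding to Nrf2 peptide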
An asterisk follows results filed as active; . = not tested or not shown.

SMILES	SUMO Mot1 rescue	cardiac RTF act	CDK5 p35 inh	PvdQ inh	RTF Ca sens inh	NSD2 HMT inh	Rtt109 Vps75	C-LANA FP	dFosB act	PfHsp90 set2	Keap1 Nrf2 FP
O=C(Cc1nn[nH]n1)NCc1ccccc1Cl	-42	-1	1.0	-10	-11	0	2	-0.8	-2	14	2
CCOC(=O)c1oc2ccc(Br)cc2c1COC(=O)C1=COCCO1	0	-9	1.5	15	-7	-1	-13	1.0	-19	-5	-1
COc1ccc(C(=O)NC(CC(=O)O)c2cc([N+](=O)[O-])ccc2Cl)cc1 (centres undefined)	10	.	1.8	4	.	-3	6	0.2	1	-7	1
COc1ccc(NC(=O)CC2C(=O)N(c3cccc(OC)c3)C(=O)N2Cc2ccco2)cc1 (centres undefined)	-14	-1	0.7	-3	2	.	-3	-0.2	-1	-8	-2
O=C(NCc1ccncc1)c1ccc(Cl)c(S(=O)(=O)N2CCOCC2)c1	36	-3	-0.9	-15	-3	.	-1	0.5	0	-4	-4
COCC(=O)Nc1ccc(S(=O)(=O)NCC2CCCO2)cc1 (centres undefined)	-19	7	-0.3	7	-4	-1	-6	2.1	3	5	5
Cc1ccc(CNC(=O)C(C(=O)NCc2ccc(C)o2)c2ncc(C(F)(F)F)cc2Cl)o1	.	10	0.4	-8	1	-1	0	-2.8	-7	-5	-4
COc1ccc2cc(C(N)=O)/c(=N/NC(=O)c3ccco3)oc2c1	-9	7	-0.8	-12	7	-1	4	0.8	8	23	-5
CNC(=O)Cn1nc(-c2ccc(C)c(S(=O)(=O)N(C)C)c2)c2ccccc2c1=O	23	-3	-1.2	-8	3	0	-15	-1.2	-7	.	-1
CCOc1ccccc1NC(=O)C(CC)Sc1nc2ccsc2c(=O)n1CCC(=O)O (centres undefined)	89	-3	1.1	4	-1	1	17	0.6	-2	1	-4
O=C(COC(=O)CC(NC(=O)c1ccccc1Cl)c1ccccc1)Nc1cccc(F)c1 (centres undefined)	-6	-7	-1.6	-8	-8	1	9	-0.4	-13	33	-1
Cc1c(C(=O)O)cccc1-c1ccc(/C=N/n2cnnc2)o1	8	3	0.6	1	2	35	-3	4.7	-3	10	1
COc1cc(OC)c(/C=N/NC(=O)c2ccc([N+](=O)[O-])cc2)cc1Br	28	-3	-1.1	11	0	-2	-3	-1.4	4	10	-1
C/C(=N\NC(=O)C1CCCC1)c1ccc(Cl)cc1Cl	3	-3	-0.5	-10	-11	1	-2	0.7	-1	0	3
O=C(Nc1nc2ccccc2n1CCN1CCOCC1)c1cn(-c2ccccc2)nc1-c1ccccc1	-7	-3	-2.0	7	1	-2	-10	-0.1	11	-2	2
CC(=O)c1ccc(-c2nc3ccccc3n2C)o1	-18	3	2.8	-3	-3	0	.	-1.7	-8	-7	-1
Cc1ccc(-n2nnnc2SCC(=O)c2ccc3c(c2)NC(=O)CO3)c(C)c1	30	-1	-3.0	-18	0	1	1	-0.2	3	-2	-1
Cc1ccc(S(=O)(=O)N(Cc2n[nH]c(=S)n2-c2ccccc2)c2cccc(Cl)c2)cc1	-13	3	0.1	21	-2	-1	15	-0.5	-8	-19	-1
O=C(c1ccco1)N1CCN(C(=S)NC2CC3CCC2C3)CC1 (centres undefined)	-1	-5	-0.5	-11	6	2	-3	1.3	1	.	-1
O=c1c2[nH]c3ccc(Cl)cc3c2ncn1Cc1ccccn1	.	-5	-2.3	1	8	-6	6	-2.5	-3	1	0
Nc1nc(C2C(=O)CCCC2=O)cs1	16	6	-0.6	-3	-22	14	15	11	-5	-9	10
COc1ccc(Cl)cc1NC(=O)C/C(C)=N/NC(=O)c1ccccc1Cl	214	0	0.9	-13	-9	-1	6	-1.2	-7	18	-4
Cc1ccc(N)c([N+](=O)[O-])c1	41	-4	0.0	-7	7	.	-3	1.2	3	-17	0
O=C(N1CCN(Cc2ccc3c(c2)OCO3)CC1)C(Cl)(Cl)Cl	57	-2	0.5	-6	1	2	-1	0.2	-7	-11	0
COCCn1c(-c2ccccc2)nc2oc3ccccc3c(=O)c2c1=O	-16	2	0.6	-16	3	-2	-11	-1.6	-6	.	-5

Another view of five compounds above:
Fields – SUMO Mot1 rescue, cardiac RTF act, CDK5 p35 inh, PvdQ inh, RTF Ca sens inh, NSD2 HMT inh, Rtt109 Vps75, C-LANA FP, dFosB act, PfHsp90 set2, Keap1 Nrf2 FP
O=C(Nc1nc2ccccc2n1CCN1CCOCC1)c1cn(-c2ccccc2)nc1-c1ccccc1
    -7, -3, -2.0, 7, 1, -2, -10, -0.1, 11, -2, 2
CC(=O)c1ccc(-c2nc3ccccc3n2C)o1
    -18, 3, 2.8, -3, -3, 0, ., -1.7, -8, -7, -1
Cc1ccc(-n2nnnc2SCC(=O)c2ccc3c(c2)NC(=O)CO3)c(C)c1
    30, -1, -3.0, -18, 0, 1, 1, -0.2, 3, -2, -1
Cc1ccc(S(=O)(=O)N(Cc2n[nH]c(=S)n2-c2ccccc2)c2cccc(Cl)c2)cc1
    -13, 3, 0.1, 21, -2, -1, 15, -0.5, -8, -19, -1
O=C(c1ccco1)N1CCN(C(=S)NC2CC3CCC2C3)CC1 (centres undefined)
    -1, -5, -0.5, -11, 6, 2, -3, 1.3, 1, ., -1

Carrying on:
SMILES	SUMO Mot1 rescue	cardiac RTF act	CDK5 p35 inh	PvdQ inh	RTF Ca sens inh	NSD2 HMT inh	Rtt109 Vps75	C-LANA FP	dFosB act	PfHsp90 set2	Keap1 Nrf2 FP
Cc1ccc2nc(N3CC(C)OC(C)C3)nc(-c3ccccc3)c2c1 (centres undefined)	8	3	-0.3	-11	-8	-11	-29	0.7	-3	7	-5
O=C(Nc1nc2cc3c(cc2s1)OCCO3)c1ccc([N+](=O)[O-])o1	-10	-5	2.8	-4	-3	0	-1	0.5	3	14	-1
Cc1ccc(OCC(=O)N2CCc3ccccc3C2)c(Br)c1	5	1	2.6	8	-15	-3	.	0.8	-4	-11	-6
c1ccc(-c2nn3c(-c4ccco4)nnc3s2)nc1	-25	-2	0.1	-7	-8	0	7	2.9	-37	5	-1
Clc1cccc(Cl)c1CO/N=C/c1cccs1	218	-6	-0.9	0	-7	-1	1	0.1	-1	-1	5
CC1(C)CCC(=O)N(c2ccccc2)C1=O	42	-7	-8.4	7	1	0	0	0.5	-10	15	-1
O=C(N/N=C/C=C/c1ccccc1)c1cccc(Br)c1	44	3	-1.1	15	-8	.	1	-0.8	-6	7	2
COc1cc(SC)ccc1C(=O)Nc1ccccn1	-6	-2	0.0	-10	-4	3	3	1.1	-18	-26	-1
Cc1ccc(S(=O)(=O)N2CCCC2C(=O)NCc2ccco2)cc1 (centres undefined)	16	1	1.8	-11	-5	0	8	-0.5	-5	-7	-3
Cc1cccc(C)c1NC(=O)CN(C)CC(=O)Nc1ccccc1Oc1ccccc1	0	-7	0.1	-11	10	0	8	0.7	-4	-11	-2
FC(F)(F)c1cc(C(F)(F)F)c2ccc(N3CCOCC3)nc2n1	-3	10	-0.8	-11	-7	-6	12	1.2	-1	-4	0
COc1cc(NC(=O)CN2C(=O)COc3ccc(S(=O)(=O)N4CCCC4)cc32)cc(OC)c1	-3	0	.	5	0	.	-2	0.3	-9	8	-2
CCN1C(=O)/C(=C\N2CCN(C)CC2)SC1=S	-2	-3	1.8	4	-3	-3	10	-0.4	-1	1	-1
CCOc1ccccc1C(=O)Nc1cc(C(=O)NCCc2ccccc2)ccc1Cl	-19	8	-1.5	12	-2	.	25	0.9	-4	-10	-4
CCOC(=O)c1cnn(Cc2ccccc2Cl)c1N	-1	-2	-2.3	-5	-4	0	8	0.1	-4	.	7
COC(=O)CN(C(=O)CSc1nnc(-c2cccc(OC)c2)o1)c1ccc(OC)cc1	-13	-4	-0.5	-1	-1	-1	5	1.1	11	-3	0
CC(C)(C)NC(=O)CN(Cc1ccccc1)S(=O)(=O)c1ccccc1	1	-2	-0.1	13	0	-3	-12	3.2	0	8	-6
O=C(/C=C\c1ccc(-c2ccccc2)o1)c1ccccc1	151	2	0.0	16	6	0	-3	0.6	-3	6	-8
O=C(COC(=O)Cc1ccc(Br)cc1)NC1CC1	1	6	-0.1	-6	-6	44	-9	-1.3	-3	12	2
COc1cc(C(C[N+](=O)[O-])c2c(C)[nH]c3ccccc23)cc(OC)c1OC (centres undefined)	-24	-1	0.3	-6	-6	2	2	-2.0	-6	24	-1
COc1cc(/C=C\C(=O)O)cc(S(=O)(=O)N2CCCCCC2)c1OC	.	1	1.9	-6	-3	0	0	0.2	2	-2	4
Cc1ccc(C(=O)Oc2ccccc2C(=O)N2CCOCC2)cc1	7	4	1.2	10	8	1	0	-0.2	-6	-29	-5
C/C(=C1/SC(N2CCCC2)=NC1=O)c1ccc(Br)cc1	11	0	0.7	-12	-4	1	3	0.9	-16	24	-3
Cc1cccc(C)c1-n1c(C)cc(/C=N/NC(=O)c2ccncc2)c1C	2	1	-0.4	-9	-11	9	-3	-0.8	-16	3	1
CC12CC3(C)CC(C)(C1)CC(C(=O)NCC(=O)O)(C2)C3	262	1	0.3	-6	-10	-2	4	0.2	6	3	-1
CSCCC(=O)N1CCC(n2nccc2NC(=O)CCc2ccccc2)CC1	-16	-6	1.8	-16	-4	-1	5	-1.1	-1	-8	0
O=C1CN(C(=O)c2ccccc2Cl)c2ccccc2N1	-22	2	-0.6	-3	-5	22	-1	-0.5	0	-21	0
COc1ccc(-c2nc(C#N)c(NCCCN(C)C)o2)cc1OC	306*	-1	1.0	-7	-1	5	3	-0.1	-7	3	2
N#CCSc1n[nH]c2nc3c(c(=O)n12)C1(CCCC1)Cc1ccccc1-3	22	-6	0.0	-17	-4	-2	-143	3.2	1	11	-3

Full records, quoted from the list. Order of screens: SUMO Mot1 rescue | cardiac RTF act | CDK5 p35 inh | PvdQ inh | RTF Ca sens inh | NSD2 HMT inh | Rtt109 Vps75 | C-LANA FP | dFosB act | PfHsp90 set2 | Keap1 Nrf2 FP
Results for CCN1C(=O)/C(=C\N2CCN(C)CC2)SC1=S : -2 | -3 | 1.8 | 4 | -3 | -3 | 10 | -0.4 | -1 | 1 | -1
Results for Cc1ccc(OCC(=O)N2CCc3ccccc3C2)c(Br)c1 : 5 | 1 | 2.6 | 8 | -15 | -3 | . | 0.8 | -4 | -11 | -6

Laid out differently: entries from further up.
Second line of a record: SUMO Mot1 rescue | cardiac RTF act | CDK5 p35 inh | PvdQ inh | RTF Ca sens inh | NSD2 HMT inh | Rtt109 Vps75 | C-LANA FP | dFosB act | PfHsp90 set2 | Keap1 Nrf2 FP
Cc1ccc(C(=O)Oc2ccccc2C(=O)N2CCOCC2)cc1
 : 7 | 4 | 1.2 | 10 | 8 | 1 | 0 | -0.2 | -6 | -29 | -5
C/C(=C1/SC(N2CCCC2)=NC1=O)c1ccc(Br)cc1
 : 11 | 0 | 0.7 | -12 | -4 | 1 | 3 | 0.9 | -16 | 24 | -3

Structures above that bear a hit mark in SUMO Mot1 rescue:
molecule,SUMO Mot1 rescue,cardiac RTF act,CDK5 p35 inh,PvdQ inh,NSD2 HMT inh,Rtt109 Vps75,C-LANA FP,dFosB act,Keap1 Nrf2 FP
COc1ccc(-c2nc(C#N)c(NCCCN(C)C)o2)cc1OC,306*,-1,1.0,-7,5,3,-0.1,-7,2
